CBFb RUNX1 block = CBF-beta/RUNX1 interaction disruption; AlphaScreen CBFb-His/RUNX1-biotin binding, biochemical; Potency, µM (titrated, usually from 59.8 µM), for inactives: at the top dose activity, negative = inhibition, usual class: inhibitors; 230,000 tested, under 10 active; AID 1477; note: % of control where 0% means no effect
Target sequence (Q01196 whole entry, looked up): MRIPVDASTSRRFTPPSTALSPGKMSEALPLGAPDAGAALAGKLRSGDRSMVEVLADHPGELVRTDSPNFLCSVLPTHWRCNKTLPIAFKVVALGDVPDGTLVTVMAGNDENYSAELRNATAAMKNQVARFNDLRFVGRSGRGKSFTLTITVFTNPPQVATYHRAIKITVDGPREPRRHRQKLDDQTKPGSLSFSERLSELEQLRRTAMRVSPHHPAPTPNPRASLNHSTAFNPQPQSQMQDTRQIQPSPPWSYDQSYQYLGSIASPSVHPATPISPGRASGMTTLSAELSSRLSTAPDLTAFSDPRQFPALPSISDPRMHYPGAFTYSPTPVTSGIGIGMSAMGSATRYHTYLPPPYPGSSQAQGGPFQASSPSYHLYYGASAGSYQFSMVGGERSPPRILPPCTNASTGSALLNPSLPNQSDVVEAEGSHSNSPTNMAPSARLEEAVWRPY
Target sequence (Q13951 whole entry, looked up): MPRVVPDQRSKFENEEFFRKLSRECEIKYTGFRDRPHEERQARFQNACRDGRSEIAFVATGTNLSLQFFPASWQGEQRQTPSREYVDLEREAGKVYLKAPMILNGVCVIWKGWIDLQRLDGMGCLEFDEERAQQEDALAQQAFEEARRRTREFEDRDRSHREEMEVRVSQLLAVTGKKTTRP
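CBFb-His/RUNX1-biotin, 30 nM each, preincubated 20 min RT; compound 15 min RT; Ni + streptavidin beads 50 ng each, 90 min RT; AlphaScreen read.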
GAA spleen mod = inhibits or activates alpha-glucosidase in human spleen homogenate; Potency, µM (top dose mostly 79.9 µM), inactives show at the highest dose activity change, negative = inhibition, usual class: inhibitors; AID 2112; P10253; 240,000 tested, 0.006% active; human spleen homogenate, 4-MU-alpha-glucoside fluorescence;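 note: potency is the fitted concentration of half-maximal effect; 0% = enzyme with vehicle and -100% = no enzyme basal signal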
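Human spleen homogenate (1 ug) with 4-methylumbelliferyl-alpha-D-glucopyranoside (1 mM final) in 50 mM citrate/phosphate pH 5.0, 0.01% Tween-20; 40 min at 37 C. Stopped at pH 10; 4-MU fluorescence Ex 365/Em 440 nm; AC50 by Hill fit.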
GAA inhib = inhibitors of human lysosomal alpha-glucosidase | purified human GAA, 4-MU-alpha-glucoside fluorescence | Potency, µM (top dose mostly 76.9 µM), for the others: at the highest dose activity change, negative = inhibition, actives largely listed as inhibitors | 200,000 tested, 0.005% active | AID 1466;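 note: potency is the fitted concentration of half-maximal effect; plate controls were uninhibited enzyme wells for no effect and no-enzyme background for full effect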
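Human enzyme at 4 nM with 400 uM 4-methylumbelliferyl-alpha-D-pyranoside, citrate/phosphate buffer pH 5.0, 0.005% Tween-20, 20 min at room temperature. Compounds up to 77 uM. 4-MU fluorescence (Ex 365/Em 440) read after NaOH/glycine stop; AC50 from Hill fit.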
HTT aggregate = mutant huntingtin aggregation inhibition; 220,000 tested, 1.1% active; Potency, µM (series often up to 46.1 µM), for the others: at the top dose activity change, negative = inhibition, hits mostly inhibitors; PC12 HttQ103-GFP aggregates, Acumen cytometry, 40 h; AID 1688; note: potency is the fitted concentration of half-maximal effect; % is set by controls: 0 for no effect and ±100 for the full control effect; nearly all actives have a fitted effect of over 60% in size
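PC12/HTTQ103-GFP, ecdysone-inducible; teb 100 nM; cpd qHTS titration; GFP aggregates read on laser cytometer, Ex 488/Em 500-530 nm.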
HTT ATP protect = Huntington cell model cytoprotection by ATP luminescence | AID 1471 | 230,000 tested, 0.14% active | PC12 HTT-Q103 induced, cytoprotection, ATP luminescence, 40 h | Potency, µM (doses to about 56.4 µM), without a hit: cytoprotection (ATP increase), hits mostly activators;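 note: potency is the fitted concentration of half-maximal effect; % of control where 0% means no effect; nearly all actives have a fitted effect of over 45% in size; toxic huntingtin expression switched on by the ecdysone agonist tebufenozide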
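PC12 cells stably carrying ecdysone-inducible Htt exon 1 (Q103)–GFP were induced with 100 nM tebufenozide (final) alongside library compounds in a dose series. Cytoprotection was scored as retained ATP by ATPlite luminescence.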
LMNA splice mod = modulators of lamin A splicing; Potency, µM (titrated, usually from 46.1 µM), for the others: at the top dose ratio change, negative = inhibition, hits mostly inhibitors; AID 1487; 200,000 tested, 0.01% active; HeLa LMNA splicing GFP/RFP minigene ratio, 48 h; active = well fitted inhibition curve with a large enough effect in the signal ratio, with a control signal flat, not every such curve was filed as active; inconclusive = small, poorly fitted or top-dose-only effect, or effect the other way, or a change in a side signal; the % refers to the signal ratio; note: potency is the fitted concentration of half-maximal effect; % is set by controls: 0 for no effect and ±100 for the full control effect
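Read-out is the ratio of GFP to DsRed2 object intensity, acquired by 488 nm laser-scanning cytometry on HeLa lamin A-EGFP minigene reporter cells. Compound incubation 48 hrs at 37 °C in Opti-MEM with 2% FBS; DMSO 0.5% final.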
GAA glycogen mod = inhibitors or activators of human alpha-glucosidase glycogen cleavage | Potency, µM (titrated, usually from 76.4 µM), for the others: at the highest dose activity change, negative = inhibition, actives largely listed as inhibitors | AID 2100 | recombinant GAA, glycogen substrate, Amplex Red glucose oxidase fluorescence | P10253 | 300,000 tested, 0.38% active;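 note: potency is the fitted concentration of half-maximal effect; 0% = full enzyme reaction and -100% = no-enzyme basal signal; the screen sought inhibitors and activators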
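Natural-substrate format: glycogen cleavage by 4 nM human enzyme, glucose read by Amplex Red coupling (Ex 573, Em 610 nm). Normalized to enzyme and no-enzyme controls.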
The depositor's hits bear a star; ? = inconclusive; . = no result given; [ ] = remark or other dose. Unless noted, calls come from the whole dose curve; as a rule, active = well fitted curve in the direction sought with a large enough effect; inconclusive = small, poorly fitted or top-dose-only effect, or another doubt; inactive = no such curve, though single readings can be large; an effect the other way counts as inactive or inconclusive.

SMILES	CBFb RUNX1 block	GAA spleen mod	GAA inhib	HTT aggregate	HTT ATP protect	LMNA splice mod	GAA glycogen mod
CCOC(=O)c1c(CC(C)C)csc1NC=O	-9.9%	2.2%	-10.2%	2.3%	7.1%	?	-4.2%
COc1cccc(/C=c2\s/c(=C\C(=O)C(C)(C)C)[nH]c2=O)c1	13.2%	-17.6%	-2.9%	-1.1%	-48.1%[inhibitor]	-12.4%[46 µM]	-2.7%
CCOc1ccc(Cl)cc1/C=N/NC(=O)CNC(=O)c1ccccc1	-8.0%	-3.9%	-2.1%	12.7%	11.0%[10 µM]	3.4%	0.4%
CC1CC1C(=O)Nc1nc(-c2ccc(Cl)s2)cs1 (centres undefined)	5.1%	3.7%	-10.8%	?	9.7%[10 µM]	-26.8%[46 µM]	-0.7%
CCCCCCCC(=O)NN1CCOCC1	2.9%	-9.6%	7.3%	25.3%	-16.2%	10.0%	19.5%
CC(=O)c1ccc(NC(=O)CN2CCC(NC(=O)C3CCCCC3)CC2)cc1	4.5%	-6.7%	10.0%	-9.9%[9.22 µM]	-23.8%[10 µM]	.	-9.9%
CN(C(=O)c1ccc2c(Cl)c3c(nc2c1)CCC3)c1ccccc1	-1.6%[2.36 µM]	2.3%	-11.2%	-4.3%	.	-7.3%	1.6%
C[C@@H]1NC(=O)[C@H](CCCN=C(N)N)NC(=O)c2cc([N+](=O)[O-])cc(I)c2NCCC[C@@H](C(N)=O)NC1=O	24.5%[2.36 µM]	-1.7%	3.2%	4.0%	.	?	3.4%
COc1ccc(S(=O)(=O)N2CCC(C(=O)NCC3CCCO3)CC2)cc1 (centres undefined)	0.4%	1.6%	-1.4%	?	-85.5%[inhibitor][10 µM]	-17.0%	-0.1%
Cc1ccc(S(=O)(=O)N2CCN(C(C(=O)Nc3ccc(F)cc3)c3ccccc3)CC2)cc1 (centres undefined)	4.2%	-4.3%	-6.9%	9.8%	16.5%[10 µM]	-5.2%	-10.3%
CCN(CC)c1ccc(NC(=O)COC(=O)c2ccc3ccccc3n2)cc1	?	-9.8%	-12.2%	-1.4%	-57.9%[inhibitor]	-3.8%	-7.0%
COC(=O)c1ccc(S(=O)(=O)N2CCC(c3nc4ccccc4o3)CC2)cc1	-3.6%	-2.5%	-4.5%	-1.8%	-11.3%	2.7%	7.1%
O=C(Nc1ccccc1)Nc1ccno1	-12.8%	2.0%	-6.9%	-18.2%[9.22 µM]	-6.3%[10 µM]	.	11.5%
O=C(CSc1nnc2c(n1)[nH]c1ccccc12)Nc1ccc(S(=O)(=O)Nc2ncccn2)cc1	1.9%	-4.2%	?	0.1%	-21.4%	.	0.0%
O=C(c1ccc2c3c(cccc13)CC2)C1CCCN(C(=O)c2ccc[n+]([O-])c2)C1 (centres undefined)	3.6%	8.1%	.	-2.3%[9.22 µM]	3.5%[10 µM]	.	12.5%
COc1ccc2c(c1)cc1n2CCN2CCCN=C12	3.1%	-6.1%	3.9%	2.0%	2.3%[10 µM]	3.8%	-0.4%
c1ccc(-n2cc(CNCCc3cscn3)c(-c3ccc4c(c3)OCO4)n2)cc1	-2.6%	2.6%	0.1%	9.4%[9.22 µM]	11.0%[10 µM]	5.3%[46 µM]	19.9%
Cc1cc(C)n(-c2ccc(N3CCOCC3)nn2)n1	-4.6%	4.8%	-7.4%	?	-6.0%[1.9 µM]	4.2%	-3.1%
CN=C1S/C(=C\c2ccc(N3CCOCC3)c(F)c2)C(=O)N1C	1.9%	-2.6%	-0.6%	-2.3%	-5.8%	-5.8%	7.7%
CC(=O)c1ccccc1Oc1nc(CN2CCOCC2)nc2scc(-c3cccs3)c12	-29.5%	-3.3%	?	12.1%	-30.4%[0.074 µM]	20.9%	1.6%
CNC(=O)c1c[nH]n2c(=O)c(Cc3ccccc3F)c(C)nc12	3.5%	1.0%	-2.0%[15.4 µM]	-6.6%	-3.8%	-26.9%	-8.1%
Cc1ccc(-c2cnco2)cc1	-5.5%	-4.9%	-0.9%	-1.2%[9.22 µM]	7.4%[10 µM]	?	1.1%
Cc1oc(-c2ccccc2F)nc1CS(=O)(=O)CC(=O)N1CCN(Cc2ccccc2)CC1	5.1%	-3.9%	4.6%	22.6%	-4.0%	?	-6.1%
O=C(CN1CCN(S(=O)(=O)c2ccccc2[N+](=O)[O-])CC1)Nc1ccc(N2CCOCC2)cc1	-12.7%	-3.8%	.	26.0%[9.22 µM]	-2.3%[10 µM]	.	1.1%
COc1ccc(C(CNC(=O)c2ccc(S(=O)(=O)N(C)C)cc2)N(C)C)cc1 (centres undefined)	5.6%	-2.5%	2.6%	21.1%	-46.2%	.	-7.4%

Whole records, looked up by structure. Order of screens: CBFb RUNX1 block | GAA spleen mod | GAA inhib | HTT aggregate | HTT ATP protect | LMNA splice mod | GAA glycogen mod
`COc1ccc(S(=O)(=O)N2CCC(C(=O)NCC3CCCO3)CC2)cc1` (centres undefined) is listed with 0.4% | 1.6% | -1.4% | ? | -85.5%[inhibitor][10 µM] | -17.0% | -0.1%
`CNC(=O)c1c[nH]n2c(=O)c(Cc3ccccc3F)c(C)nc12` is listed with 3.5% | 1.0% | -2.0%[15.4 µM] | -6.6% | -3.8% | -26.9% | -8.1%
`CCOC(=O)c1c(CC(C)C)csc1NC=O` is listed with -9.9% | 2.2% | -10.2% | 2.3% | 7.1% | ? | -4.2%
`O=C(c1ccc2c3c(cccc13)CC2)C1CCCN(C(=O)c2ccc[n+]([O-])c2)C1` (centres undefined) is listed with 3.6% | 8.1% | . | -2.3%[9.22 µM] | 3.5%[10 µM] | . | 12.5%
`O=C(Nc1ccccc1)Nc1ccno1` is listed with -12.8% | 2.0% | -6.9% | -18.2%[9.22 µM] | -6.3%[10 µM] | . | 11.5%

Following part:
SMILES	CBFb RUNX1 block	GAA spleen mod	GAA inhib	HTT aggregate	HTT ATP protect	LMNA splice mod	GAA glycogen mod
COc1cc(/C=C2/C(=N)N3OC(C)=CC3=NC2=O)ccc1OCCOc1ccc(C)cc1	-1.3%	-10.3%	2.8%	-3.0%	-36.2%	8.0%	-1.1%
CC(=O)Nc1ccc2c(COC(=O)[C@H](C)N3C(=O)C4CCCCC4C3=O)cc(=O)oc2c1 (some centres undefined)	9.4%	5.7%	.	11.3%[9.22 µM]	30.8%[10 µM]	.	3.7%
CCN(CC)CCn1c(NCc2cccc(OC)c2)nc2ccccc21	-1.1%	-5.5%	-1.1%	-5.8%[9.22 µM]	-2.8%	-1.6%	3.1%
CCN(CC)S(=O)(=O)c1cc(C(=O)Nc2ccccc2[N+](=O)[O-])ccc1Cl	?	-1.6%	1.8%	?	-2.8%[10 µM]	?	-9.3%
CCN(CC)C(=O)c1c(-c2ccccc2)oc2ccc(OC)cc12	29.5%	0.1%	3.3%	10.2%	.	?	-1.6%
COc1ccc(C(=O)NCc2cccnc2)cc1	8.9%	-24.1%	?	-9.0%	19.1%[10 µM]	-2.7%	2.2%
Cc1cccc(-c2noc(CCCOc3ccc(Cl)cc3Cl)n2)c1	29.6%	-3.0%	-2.0%	2.5%	-1.1%	-5.3%	-4.0%
CC(NC(=O)NNC(=O)c1ccncc1)(C(F)(F)F)C(F)(F)F	12.4%	-6.1%	-3.3%	19.4%	.	.	-29.1%
Cc1ccc(-c2nnn(CC(=O)NC3CCN(Cc4ccccc4)CC3)n2)cc1	-3.2%	-7.2%	-2.3%	2.1%	15.1%[10 µM]	-6.2%	-1.3%
CCC(C)NC(=O)COc1ccccc1[N+](=O)[O-] (centres undefined)	-1.3%	0.6%	2.1%	-11.7%	27.3%[1.9 µM]	-3.8%	5.4%
CC/C=C\C[C@H](O)/C=C/C=C\C/C=C\C/C=C\CCCC(=O)O	-0.7%	-1.5%	.	.	29.1%	.	.
COc1ccc(C(CCNC(C)c2ccccc2)c2ccc(F)cc2)cc1 (centres undefined)	4.3%	0.2%	-8.1%	?	-1.8%[1.9 µM]	?	1.3%
C=CCNC(=O)C1CC(=O)N(c2ccc(OCC(=O)Nc3ccc(Cl)c(C(F)(F)F)c3)cc2)C1 (centres undefined)	-2.3%	-6.1%	-14.1%	-7.0%	-1.3%[10 µM]	8.4%	-12.1%
CCSc1nc(C)c(CC)c(C)c1C(N)=O	0.9%	-7.1%	-2.9%	0.2%	15.3%	-6.2%	6.0%
O=C(O)CC/C(=N\Nc1ccc([N+](=O)[O-])cc1S(=O)(=O)N1CCOCC1)c1cccs1	3.4%	-5.8%	.	-15.4%[9.22 µM]	-3.0%[10 µM]	.	-3.9%
CC(Sc1nnc(COc2ccc3ccccc3c2)n1C)C(=O)O (centres undefined)	8.8%	-2.2%	-8.5%	4.0%	35.5%	1.1%	0.6%
O=[N+]([O-])c1ccc(/C=N/n2cnc3ccccc32)s1	-14.2%	4.6%	0.9%	15.8µM*	.	?	4.9%
CCc1ccc(C(=O)/C=C/Nc2ccc(S(=O)(=O)Nc3onc(C)c3C)cc2)cc1	-5.1%	-1.6%	?	-10.5%	.	8.7%	-1.4%
COC(=O)c1ccccc1NC(=O)N1CCN(Cc2ccco2)CC1	-4.3%	-0.7%	1.0%	9.2%	.	.	3.7%
O=C(Cn1ncc2c(=O)oc3ccccc3c21)N1CCCc2ccccc21	3.6%	4.4%	8.8%	15.9%	?	-3.8%	1.6%
C=C1C(O)C[C@H]2C(=C)CCC3[C@H](OC(=O)[C@]3(O)CO)[C@@H]12 (some centres undefined)	17.8%	1.7%	-1.5%[15.4 µM]	-5.0%	.	7.2%	3.0%
Cc1ccccc1OCC(=O)N/N=C/c1cc2ccccc2nc1Cl	-2.3%	-10.9%	-4.7%	-21.6%	-41.9%[inhibitor]	-1.1%	0.6%
N#Cc1c(-c2ccccc2)nc(SCc2nc(N)nc(N3CCCCC3)n2)[nH]c1=O	7.9%	8.9%	-3.4%	2.6%	-20.6%	-4.2%	5.7%
CCCCn1c(Cl)nc2c1c(=O)n(C)c(=O)n2C	-0.2%	-6.3%	0.0%	-11.1%	3.9%	13.4%	2.8%
CCNc1ccc(Br)cc(C(=O)/C=C/c2ccc3c(c2)OCO3)c1=O	?	1.0%	-6.0%	?	-29.4%	?	-27.3%
CC(=O)SCC(C)C(=O)NCc1ccccc1 (centres undefined)	9.6%	3.4%	-2.9%	4.8%	14.8%	3.1%	9.3%
COc1ccc(S(=O)(=O)CCC(=O)N2c3ccccc3CC2C)cc1 (centres undefined)	0.4%	-14.4%	0.7%	-12.9%	-1.6%	-1.2%	-0.2%
